Screening data: PubChem, National Center for Advancing Translational Sciences (NCATS)
ELG1 genotox = genotoxicity induction in ELG1-luciferase HEK293T cells. HEK293T ELG1-luciferase reporter, luminescence, 16 h. Potency, µM (titrated, usually from 46 µM), for the others: at the top dose activity change, positive = activation, hits mostly activators. 330,000 tested, 1.3% active; also: potency is read from the fitted curve at half-maximal effect; % of control where 0% means no effect; nearly all actives have a fitted effect of over 60% in size
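After overnight (16 hr) compound treatment at 37 °C, ELG1-luciferase HEK293T cells were lysed with ONE-Glo; luminescence quantified 30 min later at room temperature.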
a7 integrin act = integrin-mediated muscular dystrophy alleviation activation; 350,000 tested, 0.064% active; Potency, µM (top dose mostly 38.3 µM), for the others: top-dose activation, usual class: activators; alpha7betagal myoblasts, beta-gal FDG fluorescence, 48 h; AID 624291;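 also: potency is read from the fitted curve at half-maximal effect; 100% = response of the positive control SU9516; nearly all actives have a fitted effect of over 60% in size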
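Alpha7betagal+/- myoblasts (passage 13) were plated 16-24 hr, then exposed to compounds (1:260 dilution of DMSO stock) for 48 hours at 37C. After MPER lysis, β-galactosidase reporter activity was read as FDG fluorescence (ex 480/em 540) after 30 minutes.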
BRCA1 expr act = increases BRCA1 expression | MCF7-BRCA1-FFLuc reporter, luminescence, 48 h; response scale: scaled: vehicle 0%, 10 µM genistein 100% | Potency, µM (titrated, usually from 46.1 µM), for inactives: top-dose activation, usual class: activators | 380,000 tested, 1.1% active | AID 624202; also: potency is read from the fitted curve at half-maximal effect; nearly all actives have a fitted effect of over 80% in size; some results filed as inactive show a strong effect at the top dose
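MCF7-BRCA1-FFLuc cells, 2000/well in phenol-red-free MEM, attached 2 h then treated 48 h at 37 C. Luciferase luminescence read 15 min after reagent; normalized to genistein maximum activation (10microM) and DMSO, concentration-response fitted.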
p53 reactivator = re-activators of mutant p53; 320,000 tested, 0.063% active; AID 504706; H1299 p53-A138V BP100-luciferase reporter, luminescence, 24 h; Potency, µM (top dose mostly 92.2 µM), for inactives: top-dose activity change, positive = activation, hits mostly activators; also: potency is read from the fitted curve at half-maximal effect; % of control where 0% means no effect; nearly all actives have a fitted effect of over 45% in size
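p53-null H1299 cells stably carrying temperature-sensitive p53-A138V and a BP100-luciferase reporter were pinned with compounds (4-point, 1:5 series) and held 24 hrs at 37 deg C. Luminescence was read 10 min after detection reagent.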
USP2a block = USP2a (human) protease inhibition; Potency, µM (series often up to 38.3 µM), for the others: at the top dose activity change, negative = inhibition, usual class: inhibitors; USP2 core, Ub-CHOP2 coupled fluorogenic reporter, 485/531; 330,000 tested, 0.01% active;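 also: potency is read from the fitted curve at half-maximal effect; plate controls were DMSO wells for no effect and full inhibition by NEM control for full effect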
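Deubiquitinase activity read as fluorescence (485/531 nm) after Ub-CHOP2 cleavage activates the enterokinase reporter on its substrate; USP2 core 10nM, Ub-CHOP2 and substrate 25nM each, 30min compound preincubation then 60min RT; data normalized to NEM, curves fitted.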
TRPV1 ag = agonists of human vanilloid receptor 1 (TRPV1) | Q8NER1 | TRPV1-expressing cells, Fluo-8 calcium influx, agonist mode | activation, % at 8.33 µM | 320,000 tested, 0.19% active | AID 540275; in the data active = activation above about 80%; inconclusive = between about 30% and that limit; also: 0% is about no effect
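Fluo-8 calcium influx in TRPV1-expressing cells, kinetic read (ex 480/em 520 nm). Compound added and read 3 min for agonist activity, followed by capsaicin at EC20 final and 2 min further read for enhancement.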
S-ASM inh = blocks human secretory acid sphingomyelinase; placental ASM, HMU-PC fluorogenic substrate, 60 min; 340,000 tested, 0.006% active; AID 504937; Potency, µM (series often up to 57.5 µM), for inactives: at the highest dose activity change, negative = inhibition, actives largely listed as inhibitors; also: potency is read from the fitted curve at half-maximal effect
Target sequence (P17405 47-631 limits assumed): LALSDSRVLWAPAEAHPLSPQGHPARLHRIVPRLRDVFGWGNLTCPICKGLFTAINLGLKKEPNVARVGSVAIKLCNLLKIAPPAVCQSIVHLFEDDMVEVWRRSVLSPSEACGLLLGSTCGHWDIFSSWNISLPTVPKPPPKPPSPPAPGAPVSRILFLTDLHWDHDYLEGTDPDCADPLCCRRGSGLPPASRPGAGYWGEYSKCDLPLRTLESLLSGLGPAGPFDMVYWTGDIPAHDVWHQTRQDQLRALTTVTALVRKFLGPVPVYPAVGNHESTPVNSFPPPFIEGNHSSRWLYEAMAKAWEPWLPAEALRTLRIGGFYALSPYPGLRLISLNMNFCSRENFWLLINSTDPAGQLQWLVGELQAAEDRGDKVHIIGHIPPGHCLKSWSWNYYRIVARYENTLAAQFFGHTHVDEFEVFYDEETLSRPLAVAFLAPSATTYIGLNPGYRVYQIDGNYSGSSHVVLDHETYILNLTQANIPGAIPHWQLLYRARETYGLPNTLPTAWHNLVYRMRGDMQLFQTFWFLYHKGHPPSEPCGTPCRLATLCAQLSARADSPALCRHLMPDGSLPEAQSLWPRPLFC
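HMU-PC0 cleavage (9 uM final) by human placental ASM, 60 min at 37 °C following 10 min compound exposure at RT; stopped at pH 10, fluorescence Ex 386/Em 447 nm.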
PTAP TSG101 blk = blocks PTAP/TSG101 interaction to inhibit HIV-1 budding; Fluorescence polarization, FITC-PTAP peptide / Tsg101 binding; Potency, µM (titrated, usually from 115 µM), for inactives: at the highest dose activity change, negative = inhibition, hits mostly inhibitors; 340,000 tested, under 10 active; active = well fitted inhibition curve with a large enough effect in the main read-out, with a control signal flat, not every such curve was filed as active; inconclusive = small, poorly fitted or top-dose-only effect, or effect the other way, or a change in a side signal; inactive = no such curve, though single readings can be large or run the other way; also: potency is read from the fitted curve at half-maximal effect; % of control where 0% means no effect
Target sequence (Q99816 whole entry, looked up): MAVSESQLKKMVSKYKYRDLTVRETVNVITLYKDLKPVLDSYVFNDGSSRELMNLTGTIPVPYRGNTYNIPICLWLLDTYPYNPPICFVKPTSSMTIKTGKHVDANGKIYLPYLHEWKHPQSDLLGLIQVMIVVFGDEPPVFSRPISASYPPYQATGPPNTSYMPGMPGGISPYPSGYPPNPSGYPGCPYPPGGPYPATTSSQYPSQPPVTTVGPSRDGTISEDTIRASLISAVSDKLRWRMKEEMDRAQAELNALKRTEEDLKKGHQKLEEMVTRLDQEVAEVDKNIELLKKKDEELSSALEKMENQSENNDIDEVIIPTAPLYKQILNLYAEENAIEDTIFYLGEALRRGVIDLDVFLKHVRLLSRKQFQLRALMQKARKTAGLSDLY
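Fluorescence polarization binding of Tsg101 binding domain (10 uM final) to FITC-labeled PTAP peptide (50 nM final) in HEPES pH 7.5 buffer with NaCl, Tween 20, EDTA, TCEP. Compounds added before peptide; binding 20 min at RT.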
B2AR arrestin = agonists driving beta-arrestin recruitment to human beta2-adrenergic receptor; P07550; beta-arrestin recruitment to beta2AR, cell-based reporter; Potency, µM (top dose mostly 46.1 µM), for inactives: top-dose activation, usual class: activators; 330,000 tested, 0.02% active;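 also: potency is read from the fitted curve at half-maximal effect; 0% = DMSO controls and full agonism = EC100 isoproterenol or metaproterenol; nearly all actives have a fitted effect of over 65% in size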
uPA generation = blocks generation of uPA at the cell surface; cell surface uPA generation assay, qHTS; Potency, µM (series often up to 38.3 µM), inactives show at the top dose activity change, negative = inhibition, usual class: inhibitors; 330,000 tested, 0.31% active; active = well fitted inhibition curve with a large enough effect; inconclusive = small, poorly fitted or top-dose-only effect; inactive = no such curve, though single readings can be large or run the other way; tested in mouse RAW 264.7 cells; also: potency is read from the fitted curve at half-maximal effect; % is scaled to controls: 0 for no effect and ±100 for the full control effect; nearly all actives have a fitted effect of over 55% in size
Eya2 inh = blocks the phosphatase activity of human Eya2 | O00167 | recombinant Eya2, OMFP fluorescence dephosphorylation (OMFP is methylfluorescein phosphate) | Potency, µM (doses to about 76.9 µM), for the others: top-dose activity, negative = inhibition, most hits filed as inhibitors | 330,000 tested, 0.006% active; also: potency is read from the fitted curve at half-maximal effect; % is scaled to controls: 0 for no effect and ±100 for the full control effect
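Eya2 protein (added as 0.2 uM solution) was preincubated with compound for 10 min at ambient temperature in 50 mM HEPES pH 7.5, 50 mM NaCl, 5 uM MgCl2, 0.05% BSA, 1 mM DTT. OMFP (added at 50 uM) then reacted 10 min; fluorescence read at 485/525 nm.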
* marks the source's active call; other numbers are inactive results; ? = inconclusive; nt = no result given; [ ] = dose if it differs, or a comment. Unless noted, calls follow the shape of the dose curve; as a rule, active = well fitted curve in the direction sought with a large enough effect; inconclusive = small, poorly fitted or top-dose-only effect, or another doubt; inactive = no such curve, though single readings can be large; an effect the other way counts as inactive or inconclusive.

SMILES	ELG1 genotox	a7 integrin act	BRCA1 expr act	p53 reactivator	USP2a block	TRPV1 ag	S-ASM inh	PTAP TSG101 blk	B2AR arrestin	uPA generation	Eya2 inh
Cc1ccc(OC(C)C(=O)Nc2ccccc2C(=O)NCc2cccnc2)cc1C (stereo not given)	-13%	-9%	-21%	-6%	-1%	19	2%	nt	0.4%	-4%	-18%
O=C(CN1C(=O)NC(c2ccccc2)(c2ccccc2)C1=O)NC1CCS(=O)(=O)C1 (stereo not given)	1%	11%	-18%	4%	2%	4	1%	-3%	0.1%	12%	-4%
COC(=O)c1ccc(/C=N/N2CCN(Cc3ccc(C)cc3C)CC2)cc1	3%	19%	-15%	-7%	2%	-5	-5%	-5%	-0.2%	15%	1%
CCCCNC(=O)Nc1ccnn1C1CCCCC1	-2%	13%	-14%	-5%	-6%	3	2%	-4%	-0.4%	6%	2%
CCCCCn1c(SCCCC)nc2c1c(=O)[nH]c(=O)n2C	3%	8%	-42%	-7%	4%	?	-7%	-4%	-0.7%	-4%	20%
C=COC(=O)NC1CCc2cc(OC)c(OC)c(OC)c2-c2ccc(SC)c(=O)cc21 (stereo not given)	nt	-23%	?	nt	nt	nt	-8%	-1%	nt	-9%	nt
CCC1CCCCN1C(=O)CN1C(=O)c2ccccc2S1(=O)=O (stereo not given)	1%	?	1%	0%	1%	-1	6%	-8%	0.3%	3%	4%
CCOc1ccc(S(=O)(=O)N2CCOCC2)cc1NC(=O)CCOc1ccc(C(C)(C)C)cc1	1%	10%	-42%	8%	1%	23	-12%	-1%	0.3%	2%	24%
CCOc1ccccc1-n1c(=O)c2ccccc2c2ccccc2c1=O	3%	6%	-3%	1%	0%	13	0%	0%	-0.2%	-4%	0%
CCOC(=O)c1cc2c(c(-c3ccccc3)n1)[C@@H](CCO)N(S(=O)(=O)C(C)(C)C)C2	nt	0%	5%	nt	nt	nt	11%	0%	nt	-8%	nt
CCOC(=O)c1c(-c2ccccc2)oc2ccc(OCC)cc12	-2%	-1%	6%	-2%	2%	10	23%	-3%	0.1%	0%	-1%
O=C(/C=C/c1ccc(Cl)cc1)N1CCOCC1	-6%	12%	86%	-5%	0%	?	-1%	-4%	0.3%	-16%	3%
O=C(c1cc(-c2ccc(F)cc2)on1)N1CCCc2ccccc21	?	23%	39%	10%	3%	5	0%	-3%	-0.2%	?	-3%
CCn1c(SCC(=O)N2CCOCC2)nnc1-c1cccs1	-1%	-18%	-27%	-1%	-5%	1	0%	-3%	0.4%	-1%	-12%
COc1ccc(C2C(C(=O)c3cccs3)=C(O)C(=O)N2c2nnc(C)s2)cc1OC (stereo not given)	-2%	12%	0%	6%	9%	28	-1%	?	0.2%	9%	16%

Quoted from the listing.
O=C(c1cc(-c2ccc(F)cc2)on1)N1CCCc2ccccc21 | USP2a block: 3%
CCCCCn1c(SCCCC)nc2c1c(=O)[nH]c(=O)n2C | uPA generation: -4%

Arranged by value in Eya2 inh (high to low): six from the list above.
| canonical_smiles | Eya2 inh |
| --- | --- |
| O=C(/C=C/c1ccc(Cl)cc1)N1CCOCC1 | 3% |
| CCCCNC(=O)Nc1ccnn1C1CCCCC1 | 2% |
| COC(=O)c1ccc(/C=N/N2CCN(Cc3ccc(C)cc3C)CC2)cc1 | 1% |
| O=C(c1cc(-c2ccc(F)cc2)on1)N1CCCc2ccccc21 | -3% |
| CCn1c(SCC(=O)N2CCOCC2)nnc1-c1cccs1 | -12% |
| Cc1ccc(OC(C)C(=O)Nc2ccccc2C(=O)NCc2cccnc2)cc1C (stereo not given) | -18% |

(next part)
SMILES	ELG1 genotox	a7 integrin act	BRCA1 expr act	p53 reactivator	USP2a block	TRPV1 ag	S-ASM inh	PTAP TSG101 blk	B2AR arrestin	uPA generation	Eya2 inh
CCOc1ccccc1CN1CCNC(=O)C1CC(=O)N(C)Cc1cnccn1 (stereo not given)	1%	4%	1%	2%	1%	0	8%	-5%	-0.1%	2%	11%
CSc1n[nH]c(NCc2ccc(C)cc2)n1	?	24%	?	?	2%	15	-2%	-4%	-0.5%	-13%	9%
COc1ccc(C(C#N)Nc2ccccc2)cc1 (stereo not given)	8%	nt	nt	-1%	4%	-3	nt	nt	0.4%	nt	37%
COc1cccc(-c2nnc(SCc3cccnc3)o2)c1	13%	12%	?	?	0%	4	0%	-7%	-0.3%	0%	-4%
CC(=O)NC(=S)Nc1cccc(S(=O)(=O)NC2=NCCC2)c1	-1%	1%	-16%	-10%	-2%	-2	2%	1%	0.4%	-1%	0%
COC(=O)COc1cccc(NS(=O)(=O)c2ccc(NC(C)=O)cc2)c1	0%	6%	8%	7%	0%	-24	2%	-3%	-0.3%	11%	-8%
CCN(CC)CCNC(=O)C(=O)NCC1OCCN1S(=O)(=O)c1ccc(Cl)cc1 (stereo not given)	0%	?	-11%	0%	3%	4	-3%	1%	-1.0%	-10%	-4%
O=C(Nc1cccc(S(=O)(=O)NCc2ccco2)c1)c1cc(-c2ccccc2)nc2ccccc12	-12%	-53%[inhibitor]	-96%[inhibitor]	-12%	-2%	-3	0%	4%	-0.6%	-7%	-10%
CCOCCCNC(=S)N(CCN(CC)CC)Cc1cc2cc3c(cc2[nH]c1=O)OCCO3	3%	-35%	-14%	11%	-1%	-1	40%[activator]	-2%	0.6%	-27%	-20%
Cc1ccc(C(=O)NNC(=S)NC(=O)c2ccccc2)cc1	nt	-40%	-95%	nt	nt	nt	3%	0%	nt	-6%	nt
O=C(COc1ccccc1Cl)N(Cc1cccs1)C1CCS(=O)(=O)C1 (stereo not given)	1%	?	-5%	3%	0%	0	-1%	-1%	0.0%	-4%	1%
CCc1ccc(C2(C)SC(NC(C)=O)=NN2C(C)=O)cc1 (stereo not given)	0%	6%	3%	-6%	1%	1	2%	0%	0.4%	-8%	-5%
COC(=O)c1ccc(NC(C(=O)OC)C(C)C)c([N+](=O)[O-])c1 (stereo not given)	-1%	-10%	-2%	-10%	0%	10	-5%	-4%	-1.2%	4%	-17%
Cn1nc(-c2ccccc2F)c2cc(C(=O)Nc3ccc4c(c3)OCCO4)sc21	11%	-13%	11%	-3%	-2%	6	-29%	-1%	0.0%	5%	-4%
CN(C)CCNC(=O)Nc1ccc([N+](=O)[O-])cc1	2%	0%	-1%	-1%	1%	-3	2%	1%	0.3%	13%	7%
CCCCCNC(=O)CCn1c(=O)oc2ccccc21	1%	-8%	1%	-3%	0%	1	0%	-6%	-0.3%	2%	2%
Cc1ccc(NC(=O)CSc2nnc(COc3ccc(C#N)cc3)n2-c2ccccc2)cc1C	-13%	?	-44%	-10%	?	2	-10%	-4%	-0.9%	-2%	-2%
CN(C)c1nc(N)c2nccnc2n1	nt	1%	1%	nt	nt	nt	1%	-1%	nt	4%	nt
CCOC(=O)COc1ccccc1-c1ccno1	-1%	10%	1%	-1%	0%	-1	-3%	-7%	0.3%	nt	7%
O=C(O)C(c1ccccc1)N1CCCCC1 (stereo not given)	-1%	-16%	5%	-2%	-4%	-1	1%	-2%	0.0%	2%	6%
O=C(CCn1c(=S)[nH]c2ccccc2c1=O)NCCc1ccc(Cl)cc1	18%	8%	-5%	-4%	2%	-8	2%	-2%	0.0%	7%	-6%
CC(C)c1nc2oc3c(=O)[nH]cnc3c2c2c1CCC2	0%	26%	-4%	4%	1%	nt	0%	-4%	-0.3%	-18%	18%
CC(=O)NN1C(=O)c2ccccc2NC1c1cccc([N+](=O)[O-])c1 (stereo not given)	0%	7%	-26%	4%	4%	-3	8%	0%	0.1%	-8%	-4%
Cc1ccc(NC(=O)C(C)OC(=O)Cn2cnc3ccccc3c2=O)cc1 (stereo not given)	-4%	26%	2%	8%	0%	?	-1%	-12%	-0.3%	6%	-3%
CCOc1ccccc1C(=O)Nc1nnc(SCC(=O)Nc2cc(C)on2)s1	?	-5%	-17%	4%	-1%	1	0%	0%	0.6%	1%	-8%
